Source: PubChem (National Center for Advancing Translational Sciences (NCATS))
PI5P4K alpha inh: blocks human PI5P4K alpha kinase activity. actives 1.2% (n = 330,000). AID 652105. max response, %. PI5P4Kalpha enzyme, ADP-Glo luminescence, 60 min; active compounds read low. P48426; active = max response of -50% or lower; inconclusive = between -30% and -50%; inactive = -30% or higher; also: value at the top dose of about 77 µM; % is scaled to controls: 0 for no effect and ±100 for the full control effect
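Quantitative HTS of the MLSMR library against PI5P4Kalpha with substrate. ATP added last at 5 microM final; room temperature, 60 minutes. Remaining ATP depleted, ADP converted and read as luminescence.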
HEK293 tox: cytotoxic in the GLP-1 receptor inverse agonist counter-screen; actives 0.13% (n = 410,000); AID 624418; Potency, µM (doses to about 38.3 µM), for the others: at the top dose activity change, negative = inhibition, hits mostly inhibitors; HEK293 cAMP-luciferase reporter cells, luminescence, 24 h;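 also: loss of luciferase light is scored as toxicity; potency is read from the fitted curve at half-maximal effect; % is scaled to controls: 0 for no effect and ±100 for the full control effect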
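Compound-treated cells are incubated 24 hr at 37 deg C under 5% CO2 after a 12 hour attachment period, then luciferase detection reagent is added and luminescence is measured following 12 min at room temperature; lowered signal indicates toxicity.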
GLP-1R inv ag: GLP-1 receptor (human) inverse agonism; P43220; HEK293 GLP-1R CRE-luciferase, luminescence, 24 h; GLP-1R form is constitutively active; Potency, µM (top dose mostly 38.3 µM), for the others: at the highest dose activity change, negative = inhibition, actives largely listed as inhibitors; actives 1.6% (n = 410,000); also: potency is read from the fitted curve at half-maximal effect; % is scaled to controls: 0 for no effect and ±100 for the full control effect; nearly all actives have a fitted effect of over 55% in size
Target sequence (P43220 whole entry, looked up): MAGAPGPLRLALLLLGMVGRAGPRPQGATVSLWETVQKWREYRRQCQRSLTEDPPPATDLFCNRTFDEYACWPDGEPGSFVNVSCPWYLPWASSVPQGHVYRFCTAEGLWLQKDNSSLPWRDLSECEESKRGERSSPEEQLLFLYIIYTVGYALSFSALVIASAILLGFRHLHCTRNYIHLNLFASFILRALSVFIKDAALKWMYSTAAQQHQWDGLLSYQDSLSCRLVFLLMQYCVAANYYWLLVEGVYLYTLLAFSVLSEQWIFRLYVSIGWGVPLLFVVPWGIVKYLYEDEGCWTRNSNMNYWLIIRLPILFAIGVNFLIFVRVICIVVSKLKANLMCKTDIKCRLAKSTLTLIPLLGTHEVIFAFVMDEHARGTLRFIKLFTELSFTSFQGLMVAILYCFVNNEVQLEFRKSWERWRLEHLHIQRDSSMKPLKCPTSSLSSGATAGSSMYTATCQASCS
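HEK293 cells stably co-expressing constitutively active GLP-1R and a cAMP-responsive luciferase reporter were seeded in DMEM with 10% Nu serum, given compounds after 12 h, and incubated 24 h at 37 deg C. Luminescence was then read.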
IL2 activator: activators of IL-2; IL-2 activation reporter assay, cell-based qHTS; stimulated with anti-CD3/CD4/CD28 beads; in transgenic mouse T cells; activation, % (series mostly up to about 46 µM); actives 0.065% (n = 360,000); AID 652025; in the data active = activation above about 50%; inconclusive = mostly about 30% to 49%; also: 0% is about no effect
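Unstimulated transgenic mouse T cells preincubated 60 min with compound, then stimulated with anti-CD3/anti-CD4-coated beads plus anti-CD28 for 18 h at 37 degrees C. IL-2 response read as EGFP and DsRed fluorescence by plate cytometry.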
WRN inhibitor: blocks human WRN helicase; Potency, µM (highest dose often 114 µM), inactives show at the top dose activity change, negative = inhibition, usual class: inhibitors; actives 0.46% (n = 360,000); WRN helicase unwinding, fluorescent forked duplex, kinetic; Q14191; also: potency is read from the fitted curve at half-maximal effect; % is scaled to controls: 0 for no effect and ±100 for the full control effect; nearly all actives have a fitted effect of over 55% in size
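Screening of the MLSMR collection measured strand separation of a quenched forked DNA duplex (100 nM) by 20 nM WRN with 2 mM ATP, all final. Compounds were preincubated with enzyme 15 min at room temperature.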
GLP1R ag: activates the human GLP-1 receptor; AID 624172; Potency, µM (doses to about 45.6 µM), for the others: at the highest dose activation, usual class: activators; actives 0.007% (n = 380,000); HEK293 GLP-1R CRE-luciferase, luminescence, 4-6 h; cells express a hypersensitive GLP-1R form; P43220; also: potency is read from the fitted curve at half-maximal effect; % of control where 0% means no effect
D3 ag: agonists of human D3 dopamine receptor. P35462. max activation, %. D3R DiscoveRx beta-arrestin cells, luminescence, 90 min. actives 0.58% (n = 410,000). AID 652048; in the data active = max activation above about 30%; also: 0% is about no effect; mostly tested at two doses, the higher about 12 µM
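Cells at 1500/well, incubated overnight, then treated with pinned compounds (dopamine as control) for 90 min at 37 degrees C. DiscoveRx reagent added for 30 - 60 minutes at room temperature; luminescence read.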
D3 antag: antagonists of human D3 dopamine receptor; P35462; D3R cells, DiscoveRx beta-arrestin luminescence, antagonist mode; active compounds read low; max response, negative = inhibition, %; actives 2.5% (n = 360,000); AID 652054; in the data active = max response below about -50%; inconclusive = no clear call, values can overlap the other calls; also: % is scaled to controls: 0 for no effect and ±100 for the full control effect; mostly tested at two doses, the higher about 12 µM
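Cells plated overnight at 1500 cells/well, then exposed to library compounds with dopamine controls for 90 minutes at 37 degrees C. DiscoveRx reagent added for 30–60 minutes at room temperature; luminescence read, quantitative HTS format.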
PLK1 PBD block: PLK1 (human) polo-box domain binding inhibition; P53350; Potency, µM, without a hit: max response, negative = inhibition, usual class: inhibitors; Plk1 PBD binding of FITC phosphopeptide, fluorescence polarization; actives 2.8% (n = 360,000); AID 720504; also: potency is read from the fitted curve at half-maximal effect; series mostly up to about 57 µM; % is scaled to controls: 0 for no effect and ±100 for the full control effect; nearly all actives have a fitted effect of over 65% in size
Target sequence (P53350 whole entry, looked up, the tested form may be a part): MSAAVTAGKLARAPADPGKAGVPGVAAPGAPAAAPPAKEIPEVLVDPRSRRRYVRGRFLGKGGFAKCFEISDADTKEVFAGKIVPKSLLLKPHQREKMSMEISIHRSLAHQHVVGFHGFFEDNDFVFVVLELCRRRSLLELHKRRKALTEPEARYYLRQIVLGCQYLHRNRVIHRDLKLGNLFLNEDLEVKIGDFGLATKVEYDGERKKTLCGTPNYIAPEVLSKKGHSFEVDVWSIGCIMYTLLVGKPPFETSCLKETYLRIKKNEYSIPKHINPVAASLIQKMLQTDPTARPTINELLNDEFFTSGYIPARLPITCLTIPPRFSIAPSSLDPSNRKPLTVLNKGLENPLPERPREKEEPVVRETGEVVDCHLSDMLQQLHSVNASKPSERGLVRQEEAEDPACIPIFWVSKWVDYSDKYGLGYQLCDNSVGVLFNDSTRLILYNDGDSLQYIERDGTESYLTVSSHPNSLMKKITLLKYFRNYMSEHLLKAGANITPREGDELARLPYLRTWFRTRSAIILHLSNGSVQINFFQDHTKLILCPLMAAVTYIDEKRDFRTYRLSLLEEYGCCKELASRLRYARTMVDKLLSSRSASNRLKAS
Starred values were filed as active, the others as inactive; ? = inconclusive; / = no result given; [ ] = another dose, or the depositor's remark. Unless noted, calls follow the shape of the dose curve; as a rule, active = well fitted curve in the direction sought with a large enough effect; inconclusive = small, poorly fitted or top-dose-only effect, or another doubt; inactive = no such curve, though single readings can be large; an effect the other way counts as inactive or inconclusive. Rows are unselected; 7.8% or so of the library scored in one or more.

no.	SMILES	PI5P4K alpha inh	HEK293 tox	GLP-1R inv ag	IL2 activator	WRN inhibitor
1	Cc1cccc(C)c1Nc1c(-c2ccccc2Cl)nc2cnccn12	/	26%	?	/	/
2	CCOC(=O)C(C)Sc1nc2c(cnn2-c2ccc(F)cc2)c(=O)[nH]1 (stereo unspecified)	-2	-4%	10%	-0.4	8%
3	CCC(=O)N1CCCC(C(=O)c2ccc(-c3ccccc3)cc2)C1 (stereo unspecified)	-4	7%	?	-0.7	-9%
4	Cc1cccc(N2C(=O)N3[C@@H]4c5ccccc5OC[C@@H]4[C@@H](c4ccccc4)[C@@]3(C)C2=O)c1	9	0%	?	-2.2	-5%
5	O=C(Nc1ncnc2sc3c(c12)CCCCC3)c1ccccc1	0	-21%	-9%	-0.9	-3%
6	CC(=O)Oc1ccc2nc(-c3ccco3)oc(=O)c2c1	?	-6%	4%	-0.1	-23%
7	Cc1ccccc1Cn1cc(S(=O)(=O)c2ccc(F)cc2)c(=O)c2cc3c(cc21)OCO3	/	-1%	4%	/	/
8	CC(NC(=O)c1ccc2ccccc2n1)c1ccccc1 (stereo unspecified)	2	-1%	?	-0.3	4%
9	COc1ccc(OC)c(NS(=O)(=O)c2ccc(Cl)nc2)c1	0	1%	5%	0.1	4%
10	CCN(CC)c1ccc(/C=N/OC(C)C(=O)Nc2ccc(C)cc2)cc1 (stereo unspecified)	13	22%	?	-2.8	-17%

no.	GLP1R ag	D3 ag	D3 antag	PLK1 PBD block
1	1%	-7	/	/
2	5%	-7	26	-7%
3	8%	-3	12	0%
4	-6%	3	-12	-13%
5	9%	0	18	-3%
6	-1%	8	-5	27µM*
7	0%	-3	/	/
8	-6%	1	4	6%
9	3%	-11	3	-14%
10	4%	-2	-5	3%

Next structures follow.
no.	SMILES	PI5P4K alpha inh	HEK293 tox	GLP-1R inv ag	IL2 activator	WRN inhibitor
11	O=C(Nc1cccc(F)c1)C1CCCN1C(=O)OCc1ccccc1 (stereo unspecified)	1	-1%	-24%	-0.6	3%
12	Cc1ccccc1-c1cc(C(=O)Nc2sc(C)c(C)c2C(N)=O)c2ccccc2n1	?	-25%	?	-0.7	-24%
13	CC(=O)c1cccc(-c2cnc3c(NC=O)cc(-c4ccc(F)cc4)cn23)c1	-21	11%	10%	-0.8	?
14	CCc1ccc(CN(C)C(=O)c2cc(COc3ccc(-n4cncn4)cc3)on2)cc1	14	-20%	?	-4.1	-7%
15	COC(=O)C(Cc1ccccc1)NC(=O)C(CC(C)C)NC(=O)OC(C)(C)C (stereo unspecified)	2	-17%	-17%	0.4	-13%
16	O=S(=O)(NCc1ccccc1)c1cccs1	-5	-6%	0%	-3.7	-42%
17	Cc1cc(C)c(NC(=O)CSc2nc3ncc(Br)cc3[nH]2)c(C)c1	1	0%	16%	-2.5	15%
18	Cc1ccc2cc(CCNC(=O)c3ccc(C)c([N+](=O)[O-])c3)c(=O)[nH]c2c1	-7	1%	-9%	-2.6	-13%
19	Cc1ccc(CNS(=O)(=O)c2cn(C)c(=O)n(C)c2=O)cc1	3	-1%	-1%	-0.7	-18%
20	COCCN(CC(=O)Nc1ccccc1)S(=O)(=O)c1ccc(S(=O)(=O)N2CCCC2)cc1	-4	0%	-1%	0.1	0%

no.	GLP1R ag	D3 ag	D3 antag	PLK1 PBD block
11	1%	2	-10	-14%
12	-26%	3	56	27µM*
13	-1%	-4	2	-12%
14	11%	-3	22	4%
15	4%	1	14	?
16	7%	2	0	-1%
17	1%	2	0	-24%
18	-1%	-12	110	-7%
19	0%	16	8	0%
20	1%	2	38	0%

Next part.
no.	SMILES	PI5P4K alpha inh	HEK293 tox	GLP-1R inv ag	IL2 activator	WRN inhibitor
21	S=C(NCCc1ccccn1)NC1CC2CCC1C2 (stereo unspecified)	2	-2%	1%	1.9	-24%
22	C=CCn1c(=O)c2c3c(sc2n2c(Nc4ccc(C(=O)OCC)cc4)nnc12)CCCC3	1	19%	9%	3.6	-16%
23	O=C(CSc1nc2nn(-c3ccccc3)c(=O)c-2c2n1CCCCC2)Nc1ccc(F)cc1F	0	-19%	0%	-0.7	-5%
24	COc1ccc(CCNC(=O)Cn2c(=O)n(CC3CCCO3)c(=O)c3cc(OC)c(OC)cc32)cc1OC (stereo unspecified)	3	-7%	14%	1.8	-8%
25	CCc1ccc(-c2cc3c(=O)n(CC(=O)NCc4ccccc4F)ncn3n2)cc1	-3	-7%	-1%	-3.1	1%
26	O=C(c1cnn2c(C(F)F)cc(-c3ccccc3)nc12)N1CCOCC1	0	8%	0%	-0.8	2%
27	Cc1ccc(C)c(NC(=S)c2ccccn2)c1	3	?	?	-3.9	-4%
28	Cc1ccccc1N1CCN(C2CCCN(C(=O)c3ccsc3)C2)CC1 (stereo unspecified)	0	-16%	?	-0.3	11%
29	COc1ccccc1-c1nnn(CC#N)n1	/	2%	-10%	2.8	0%
30	Oc1[nH]c2ccccc2c1C=Nc1ccc2c(c1)OCCO2	-7	?	0%	-5.9	-16%

no.	GLP1R ag	D3 ag	D3 antag	PLK1 PBD block
21	3%	-7	-17	-9%
22	1%	-1	?	-5%
23	-2%	1	1	3%
24	3%	-4	4	-4%
25	1%	-1	-5	-6%
26	-5%	2	5	0%
27	0%	-5	-4	24µM*
28	13%	-4	?	1%
29	0%	7	-17	-3%
30	-7%	2	0	-6%

Next compounds
no.	SMILES	PI5P4K alpha inh	HEK293 tox	GLP-1R inv ag	IL2 activator	WRN inhibitor
31	O=S(=O)(c1ccc(-c2csc(=Nc3ccccc3)n2CCCN2CCOCC2)cc1)N1CCOCC1	-5	-5%	?	0.4	-1%
32	Cc1cc2nn(-c3cccc4ccccc34)nc2cc1NC(=O)c1cccs1	4	-7%	?	-0.2	5%
33	COc1ccc2c(c1)c1c(c(=O)n(-c3ccccc3)c(=O)n1CC(=O)NCCC1=CCCCC1)n2C	/	3%	19%	/	/
34	N#CCc1c(C#N)c(N)nc(Nc2ccccc2)c1C#N	-13	10%	111%[activator]	-0.1	5%
35	C=CCn1c(O)c2ccc(C(=O)N=NC(=O)c3ccc(F)cc3)cc2c1O	1	8%	4%	1.0	-3%
36	COC(=O)C1=NN(C(=O)c2ccc(Cl)cc2)C(O)(c2ccccc2)C1 (stereo unspecified)	/	13%	15%	3.8	-17%
37	Cc1c(C(=O)OCC(=O)N(C)c2ccccc2)cccc1[N+](=O)[O-]	-8	12%	-12%	3.9	0%
38	Nc1ccn(C2OC(CO)C(O)C2F)c(=O)n1 (stereo unspecified)	-3	-4%	12%	0.0	2%
39	COC(=O)CC1C(=O)NCCN1C(=O)c1ccc2oc(C(C)C)nc2c1 (stereo unspecified)	1	-10%	19%	2.0	5%
40	O=C(NCC(c1cccs1)N1CCOCC1)c1cc(Cl)ccc1[N+](=O)[O-] (stereo unspecified)	0	-8%	-11%	-3.6	-11%

no.	GLP1R ag	D3 ag	D3 antag	PLK1 PBD block
31	0%	0	-11	-14%
32	-10%	14	-9	2%
33	-1%	1	/	/
34	18%	5	2	-27%
35	4%	-14	-17	-5%
36	4%	-25	?	-11%
37	4%	-12	-17	-8%
38	-8%	8	14	2%
39	-1%	4	11	30µM*
40	9%	-3	-11	2%

Compounds 36 through 37, quoted:
no.	SMILES	PI5P4K alpha inh	HEK293 tox	GLP-1R inv ag	IL2 activator	WRN inhibitor
36	COC(=O)C1=NN(C(=O)c2ccc(Cl)cc2)C(O)(c2ccccc2)C1 (stereo unspecified)	/	13%	15%	3.8	-17%
37	Cc1c(C(=O)OCC(=O)N(C)c2ccccc2)cccc1[N+](=O)[O-]	-8	12%	-12%	3.9	0%

no.	GLP1R ag	D3 ag	D3 antag	PLK1 PBD block
36	4%	-25	?	-11%
37	4%	-12	-17	-8%

Later entries:
no.	SMILES	PI5P4K alpha inh	HEK293 tox	GLP-1R inv ag	IL2 activator	WRN inhibitor
41	CC(C)(C)OC(=O)NCCCCCNC(=O)c1nc[nH]c1C(=O)NCC(=O)OCc1ccccc1	-1	-42%	11µM*	-0.7	-5%
42	CCOc1cccc(/C=N/NC(=S)NCCN2CCOCC2)c1O	0	?	?	-0.2	-10%
43	CSc1nc(Cl)cc(=O)[nH]1	3	-5%	-7%	-0.3	7%
44	CC(C)C(=O)Nc1nnc(SCC(=O)NC2CCCC2)s1	-6	8%	-6%	-0.3	0%
45	Cc1nc(C)c(C(=O)N(c2ccccc2F)C(C(=O)NCC2CCCO2)c2ccccc2)s1 (stereo unspecified)	-8	4%	12%	2.8	9%
46	CC1CC(=O)Nc2cc([N+](=O)[O-])ccc2N1 (stereo unspecified)	7	-11%	4%	-2.2	-7%
47	NC(=S)N/N=C/c1c(O)c(Br)cc2oc3c(c12)CCCC3	-23	-13%	?	-1.2	-4%
48	c1csc(-c2nn3c(C4CCCCC4)nnc3s2)c1	?	6%	4%	0.9	-1%
49	CCN(CC)S(=O)(=O)c1ccc(N2CCCCC2)c(NC(=O)/C(C#N)=C/c2ccc(OC)cc2)c1	2	-3%	?	-0.8	-5%

no.	GLP1R ag	D3 ag	D3 antag	PLK1 PBD block
41	-13%	27	110	-6%
42	0%	-6	-18	0%
43	-6%	-2	23	0%
44	8%	-4	-1	-15%
45	1%	7	12	27µM*
46	5%	10	3	-4%
47	5%	5	4	-19%
48	1%	4	19	0%
49	-4%	2	-3	3%

Among those listed so far, these contain a Cl atom.
no.	SMILES	PI5P4K alpha inh	HEK293 tox	GLP-1R inv ag	IL2 activator	WRN inhibitor
1	Cc1cccc(C)c1Nc1c(-c2ccccc2Cl)nc2cnccn12	/	26%	?	/	/
9	COc1ccc(OC)c(NS(=O)(=O)c2ccc(Cl)nc2)c1	0	1%	5%	0.1	4%
36	COC(=O)C1=NN(C(=O)c2ccc(Cl)cc2)C(O)(c2ccccc2)C1 (stereo unspecified)	/	13%	15%	3.8	-17%
40	O=C(NCC(c1cccs1)N1CCOCC1)c1cc(Cl)ccc1[N+](=O)[O-] (stereo unspecified)	0	-8%	-11%	-3.6	-11%
43	CSc1nc(Cl)cc(=O)[nH]1	3	-5%	-7%	-0.3	7%

no.	GLP1R ag	D3 ag	D3 antag	PLK1 PBD block
1	1%	-7	/	/
9	3%	-11	3	-14%
36	4%	-25	?	-11%
40	9%	-3	-11	2%
43	-6%	-2	23	0%
